Compound activity as filed in PubChem.
PglD inh: PglD (C. jejuni) enzyme inhibition | purified PglD enzyme, DTNB colorimetric CoA detection | inhibition, % at 12.5 µM | 0.098% of 360,000 active | AID 602405; in the data active means inhibition above about 16%, passing the limit was not always enough; further: strong numbers were not always called active
Casp6 inh: blocks human caspase-6 cleavage activity; purified caspase-6, Z-VEID-R110 cleavage fluorescence; inhibition, % at 12.5 µM; 0.53% of 350,000 active; AID 686996; P55212;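 active means mean inhibition across replicates at least about 35%, with every replicate also reaching that limit, limit read from the data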;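 further: 0% = median of neutral control wells and 100% = no fluorescence left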
RAD54 inh: inhibitors of human RAD54 branch migration | 0.14% of 360,000 active | inhibition, % at 10.4 µM | Q92698 | RAD54 Holliday junction branch migration, FAM/BHQ fluorescence | AID 602329;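 active means mean normalized replicate activity at least 40 and at least half of replicates scoring 40 or more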;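 further: 0% = median of neutral control wells and 100% = median of positive control wells; inhibitors cause a drop in the FAM fluorescence signal; in these data hits start at about 50%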
E-sel inducer: E-selectin induction on HUVECs. 0.37% of 260,000 active. AID 686992. HUVEC E-selectin immunofluorescence imaging; normalized: neutral wells 0, TNF-alpha wells 100. activation, % at 7.58 µM;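 active means mean E-selectin-positive cell signal at least 10% of the positive control, reached in at least 60% of replicates, without over 20% cell loss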;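 further: in these data hits start at about 27%; measured in HUVEC primary endothelial cells; signal is the percent of cells scored E-selectin positive by PE staining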
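Assay system: HUVEC, human umbilical vein endothelial cells / Amount: 3,000 HUVEC/well / Controls: TNF-alpha positive control, DMSO neutral control / Compound dosing: single concentration / Medium: EGM-2 over gelatin coat / Evaluation: percent E-selectin-positive cells / Signal: immunofluorescence imaging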
ERp5 inh: ERp5 (human) disulfide isomerase inhibition; inhibition, % at 9.99 µM; Q15084; ERp5 insulin aggregation, absorbance 650 nm, 90 min; 0.05% of 350,000 active;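 active means mean replicate inhibition above about 25%, with every replicate also reaching it, limit read from the data, passing the limit was not always enough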
Target sequence (Q15084 whole entry, looked up): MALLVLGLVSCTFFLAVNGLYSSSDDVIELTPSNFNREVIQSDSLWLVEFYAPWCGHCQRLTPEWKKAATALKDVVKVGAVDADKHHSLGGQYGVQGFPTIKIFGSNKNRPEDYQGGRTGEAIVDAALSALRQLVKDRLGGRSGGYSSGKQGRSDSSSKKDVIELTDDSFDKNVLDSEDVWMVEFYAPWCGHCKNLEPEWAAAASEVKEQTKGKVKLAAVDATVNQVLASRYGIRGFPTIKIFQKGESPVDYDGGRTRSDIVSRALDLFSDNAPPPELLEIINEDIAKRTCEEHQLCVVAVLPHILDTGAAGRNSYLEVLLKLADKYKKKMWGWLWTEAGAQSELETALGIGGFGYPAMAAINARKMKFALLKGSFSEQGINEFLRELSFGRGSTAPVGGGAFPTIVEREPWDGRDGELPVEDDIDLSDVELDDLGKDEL
esBAF inh: SWI/SNF esBAF complex inhibition; mouse ES cells, Bmi1-luciferase knock-in reporter, 24 h; 100% = twice the neutral-well signal; 2% of 350,000 active; reporter increase, % at 12.5 µM; in the data active means activation above about 40%;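 further: 0% = median of the plate's neutral control wells and 100% = double that signal; a rise in the Bmi1 reporter signal indicates esBAF inhibition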
RAD52 inh: inhibitors of human RAD52 DNA annealing; recombinant RAD52 DNA annealing, FRET fluorescence; 0.46% of 360,000 active; inhibition, % at 18.7 µM; P43351;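 active means every replicate showing at least 50% inhibition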
Target sequence (P43351 whole entry, looked up): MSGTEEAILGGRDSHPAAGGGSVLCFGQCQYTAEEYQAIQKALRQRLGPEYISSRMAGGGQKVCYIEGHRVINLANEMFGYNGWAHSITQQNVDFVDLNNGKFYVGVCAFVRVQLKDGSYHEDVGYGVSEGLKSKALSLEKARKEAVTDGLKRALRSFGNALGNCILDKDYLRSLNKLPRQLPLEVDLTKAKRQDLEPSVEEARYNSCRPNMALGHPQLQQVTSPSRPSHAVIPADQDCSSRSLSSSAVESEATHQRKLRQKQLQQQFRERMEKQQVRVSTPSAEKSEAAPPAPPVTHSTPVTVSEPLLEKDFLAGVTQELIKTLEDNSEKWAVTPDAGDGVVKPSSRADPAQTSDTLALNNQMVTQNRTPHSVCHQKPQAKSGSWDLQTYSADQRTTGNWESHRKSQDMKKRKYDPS
ARNT-TACC3 inh: disrupts binding between human ARNT and TACC3 | AlphaScreen His-ARNT PAS-B/GST-TACC3 binding, luminescence; TACC3 fragment carries E629A point mutation | inhibition, % at 9.99 µM | 0.66% of 390,000 active | AID 623870;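 active means mean inhibition of replicates at least 50% and at least half of replicates each reaching 50%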;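 further: 0% = complete ARNT plus TACC3 wells and 100% = ARNT alone without TACC3; many hits fall short of the cut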
The depositor's hits bear a star; nt = no result given; & = joins results of further samples.

1	C/C(=N\NC(=O)c1ccccc1C)c1ccc(NC(=O)c2cccs2)cc1
2	Cc1ccc(C(=O)Nc2ccc(N3CCN(C)CC3)cc2)cc1
3	C[C@@H]1CCCCO[C@H](CN(C)C(=O)CCCN(C)C)[C@H](C)CN([C@H](C)CO)C(=O)c2cc(NC(=O)NC3CCCCC3)ccc2O1
4	CCN(CC)S(=O)(=O)c1ccc(Cl)c(C(=O)OCC(=O)c2c(N)n(C)c(=O)n(C)c2=O)c1
5	Cn1ncc(Cl)c(Oc2ccccc2)c1=O
6	O=C(CCN1CCc2ccccc2C1)Nc1ccc2c(c1)OCO2
7	Cc1ccc(CC(=O)OC(C)C(=O)NC2CCCCC2C)cc1C (centres undefined)
8	COc1ccc(S(=O)(=O)Nc2ccc3c(c2)C(=O)N([C@H](C)CO)C[C@H](C)[C@H](CN(C)C(=O)CCCN(C)C)OCCCC[C@@H](C)O3)cc1
9	C[C@H](CO)N1C[C@H](C)[C@@H](CN(C)C(=O)Nc2ccc(F)cc2)Oc2c(NC(=O)Nc3ccc4c(c3)OCO4)cccc2C1=O
10	Cc1noc(C)c1NC(=O)N(C)C[C@@H]1Oc2ccc(NC(=O)CCN3CCOCC3)cc2CC(=O)N([C@@H](C)CO)C[C@@H]1C
Screen / compound no.,1,2,3,4,5,6,7,8,9,10
PglD inh,-3,2,-1,-6,nt,3,-2,2,-3,-6
Casp6 inh,nt,-6,-1,-4,0,nt,-2,-7,nt,0
RAD54 inh,4,3,16,-1,nt,9,3,-6,18,7
E-sel inducer,nt,nt,-0.1,1.3,nt,nt,nt,-0.2,-0.6,0.1
ERp5 inh,nt,4,-3,2,4,nt,3,-8,nt,-1
esBAF inh,53*,22,-3,nt,nt,-1,-6,-7,1,0
RAD52 inh,nt,1,34,-14,-4,nt,0,-13,nt,8
ARNT-TACC3 inh,4,3,-9,3,-11,-2,nt,-8,-4,-4

11	CC(C)CCNC(=O)[C@@H](Cc1ccccc1)NC(=O)CC[C@H]1O[C@@H](n2ccc(=O)[nH]c2=O)[C@H](O)[C@@H]1O
12	Cc1sc2nc3n(c(=O)c2c1C)CCCS3
13	CCN1CCN(c2ccc(N=Cc3ccccc3O)cc2)CC1
14	CCN(C(=O)/C=C/c1ccc(OC)cc1)C1CCCCC1
15	CC1(C(=O)NS(=O)(=O)c2ccc(C#N)cc2)CCN1C(=O)C1(c2ccccc2)CCCC1 (centres undefined)
16	Cc1ccc(S(=O)(=O)N2CCC(C(=O)N[C@H](C(=O)NC3CCS(=O)(=O)C3)C(C)C)CC2)cc1 (some centres undefined)
17	COc1cccc(S(=O)(=O)N2CCCCN3[C@H](C2)[C@@H](c2ccc(-c4cccnc4)cc2)[C@@H]3CO)c1
18	CCOC(=O)CNC(=O)CSc1ccc2nnc(-c3cccnc3)n2n1
19	CC1=C(C(=O)OC(C)C)C(c2ccccn2)n2ncnc2N1 (centres undefined)
20	CCS(=O)(=O)N[C@H]1C=C[C@H](CC(=O)Nc2ccccc2)O[C@H]1CO
Screen / compound no.,11,12,13,14,15,16,17,18,19,20
PglD inh,0,-5,nt,6,9,-2,-15,nt,1,nt
Casp6 inh,-1,nt,-149,3,3,nt,-1,2,-1,1
RAD54 inh,2,-2,nt,3,9,-11,-7,nt,10,nt
E-sel inducer,0.7,nt,2.8,nt,-0.2,nt,-0.7,1.9,nt,0.3
ERp5 inh,5,nt,0,-1,-1,nt,0,-5,5,5
esBAF inh,-12,10,nt,19,2,2,1,nt,6,nt
RAD52 inh,-14,nt,99*,-1,-8,nt,-3,-8,-7,-37
ARNT-TACC3 inh,nt,-12,nt,-1,nt,-7,3,5,1,nt

21	Cc1ccc2nc(-c3ccc4c(c3)NC(=O)CO4)cn2c1
22	CCOc1cccc(CNc2ccc(O)cc2)c1OCc1ccccc1Cl
23	CCOC(=O)c1ccc(NC(=S)N2CCN(S(C)(=O)=O)CC2)cc1
24	Cc1ccc(NC(=O)CN2CCN(S(=O)(=O)c3ccc(F)cc3)CC2)cc1C
25	Cc1ccc(S(=O)(=O)Cn2nnnc2C(c2ccccc2)N2CCN(c3ncccn3)CC2)cc1 (centres undefined)
26	Cc1ccc(NC(=O)CN2C(=O)S/C(=C/c3ccc(-c4cccc(C(=O)O)c4)o3)C2=O)cc1
27	CCCC(=O)NC(Nc1ccccc1OC)C(Cl)(Cl)Cl (centres undefined)
28	O=C(C[C@@H]1CC[C@@H](NC(=O)Cc2ccccn2)[C@@H](CO)O1)NCCCN1CCOCC1
29	CC(C)C[C@H]1CN([C@@H](CC(C)C)CN2CCC[C@@H]2CN2C(=S)NC[C@@H]2Cc2ccc(O)cc2)C(=S)N1CC1CCCCC1
30	CC1CN(C2=CC(=O)CCC2)CC(C)O1 (centres undefined)
Screen / compound no.,21,22,23,24,25,26,27,28,29,30
PglD inh,nt,2,1,4,2,nt,nt,0,3,nt
Casp6 inh,1,nt,nt,6,nt,nt,1,-2,3,6
RAD54 inh,nt,-30,-11,6,8,nt,3,-8,-3,nt
E-sel inducer,0.1,nt,nt,-1.0,nt,-1.2,nt,0.0,5.3,-0.2
ERp5 inh,-3,nt,nt,12,nt,8,2,6,2,1
esBAF inh,nt,-11,-2,-3,-7,nt,-11,-2,1,nt
RAD52 inh,-10,nt,nt,-8,nt,-138,-11,-1,7,-2
ARNT-TACC3 inh,-8,8,22,3,-3,-2,1,0,nt,-26

The list goes on (3 carried over from the part before).
28	O=C(C[C@@H]1CC[C@@H](NC(=O)Cc2ccccn2)[C@@H](CO)O1)NCCCN1CCOCC1
29	CC(C)C[C@H]1CN([C@@H](CC(C)C)CN2CCC[C@@H]2CN2C(=S)NC[C@@H]2Cc2ccc(O)cc2)C(=S)N1CC1CCCCC1
30	CC1CN(C2=CC(=O)CCC2)CC(C)O1 (centres undefined)
31	OC[C@@H]1[C@@H](c2ccc(C#CC3(O)CCCC3)cc2)[C@@H]2CN(Cc3cccnc3)CCCCN12
32	COCC(=O)Nc1ccc2c(c1)C(=O)N(C)[C@@H]1CC[C@@H](CC(=O)NCc3cccc(F)c3)O[C@H]1CO2
33	COc1ccc(OC)c(NC(=O)CS(=O)(=O)Cc2ccccc2)c1
34	O=C(CN1C(=O)NC(CCc2ccccc2)C1=O)Nc1cccc(Br)c1 (centres undefined)
35	COCCN1C2=C(C(=O)CC(C)(C)C2)C(c2ccc(O)c(OC)c2)C2=C1CC(C)(C)CC2=O
36	CCCCC[C@H](C)N1C[C@@H](COCc2ccccc2)Oc2cc(N3CC[C@H](N(C)C)C3)ccc2S1(=O)=O
37	CCOc1ccccc1NC(=O)c1cccc2ccccc12
38	CCOC(=O)C1(C)CCN1C(=O)c1csnn1 (centres undefined)
39	CS(=O)(=O)N1CCN(C(=O)C2c3ccccc3Oc3ccccc32)CC1
40	COCC#Cc1cnc2c(c1)C(=O)N([C@H](C)CO)C[C@@H](C)[C@@H](CN(C)C(=O)C1CCOCC1)O2
Screen / compound no.,28,29,30,31,32,33,34,35,36,37,38,39,40
PglD inh,0,3,nt,1,-7,3,2,1,nt,-6,1,6,nt
Casp6 inh,-2,3,6,-1,nt,-1,0,3,-10,1,-2,9,-1
RAD54 inh,-8,-3,nt,-5,-16,19,3,-19,nt,5,-9,9,nt
E-sel inducer,0.0,5.3,-0.2,-0.3,-0.1,-0.1,-0.1,nt,0.2,0.3,-0.1,nt,-0.2
ERp5 inh,6,2,1,-3,nt,4,-1,-5,4,-4,-7,-3,4
esBAF inh,-2,1,nt,nt,-5,7,-2,5,nt,-5,-2,-13,nt
RAD52 inh,-1,7,-2,8,nt,-6,-9,-6,-11,-16,-3,2,-3
ARNT-TACC3 inh,0,nt,-26,0,10,0,-3,-2,nt,-10,nt,-6,nt

Structural class, those above containing a thiophene ring, fused or not.
1	C/C(=N\NC(=O)c1ccccc1C)c1ccc(NC(=O)c2cccs2)cc1
12	Cc1sc2nc3n(c(=O)c2c1C)CCCS3
Screen / compound no.,1,12
PglD inh,-3,-5
Casp6 inh,nt,nt
RAD54 inh,4,-2
E-sel inducer,nt,nt
ERp5 inh,nt,nt
esBAF inh,53*,10
RAD52 inh,nt,nt
ARNT-TACC3 inh,4,-12

More records follow:
Second line of a record: PglD inh | Casp6 inh | RAD54 inh | E-sel inducer | ERp5 inh | esBAF inh | RAD52 inh | ARNT-TACC3 inh
(41) O=C(CC(c1ccco1)C1CCCCC1=O)c1ccccc1 (centres undefined)
    -2 | nt | 2 | nt | nt | -6 | nt | 5
(42) C[C@H]1CN([C@@H](C)CO)C(=O)CCCn2nncc2CO[C@H]1CN(C)S(=O)(=O)c1ccc2c(c1)OCCCO2
    1&0 | 3&0 | 3&0 | nt | -2&1 | -2&2 | -9&-1 | 5
(43) Cc1oc2cc(OC(=O)c3ccco3)ccc2c(=O)c1-c1nc2ccccc2n1C
    nt | 1 | nt | -2.3 | -7 | nt | -17 | -2
(44) COc1ccc(NC(=O)O[C@H](c2ccc(OCCO)cc2)[C@@H](C)CCO)cc1
    -2 | 0 | 2 | nt | 1 | nt | -17 | -22
(45) Cc1cc(C)cc(NC(=O)c2ccc(N3C(=O)C4CCCCC4C3=O)cc2)c1 (centres undefined)
    -6 | 1 | 3 | 0.1 | 2 | -8 | -4 | -7
(46) CCC1Nc2ncnc(N3CCCCC3)c2N(Cc2ccc(C)cc2)C1=O (centres undefined)
    5&0 | 3&1 | -13&-11 | 0.1&0.0 | 3&1 | 3&-9 | -64&13 | 6
(47) COC(=O)c1ccc(NC(=S)NNC(=O)c2ccccc2)cc1
    nt | -1 | nt | nt | 2 | nt | -7 | 4
(48) O=[N+]([O-])c1ccccc1/C=C/C=N/Nc1nc(N2CCCCC2)nc(N2CCCCC2)n1
    nt | 0 | nt | -4.0 | 4 | nt | -16 | 0
(49) CCCN1CCN(C(=O)c2c(Cl)cnn2C)CC1
    -4 | -1 | -10 | 0.0 | -2 | 1 | 0 | -13
(50) C[C@@H]1CN([C@H](C)CO)C(=O)c2cc(-c3ccc(C#N)cc3)cnc2O[C@@H]1CN(C)Cc1cccnc1
    -5 | 0 | 4 | -0.4 | 2 | -3 | -2 | -1

Entries by screen from the entries so far.
Compounds 43 to 47 in ERp5 inh: -7, 1, 2, 3&1, 2

(further entries)
Second line of a record: PglD inh | Casp6 inh | RAD54 inh | E-sel inducer | ERp5 inh | esBAF inh | RAD52 inh | ARNT-TACC3 inh
(51) C[C@@H]1CN([C@@H](C)CO)C(=O)c2cc(NC(=O)c3ccccc3)ccc2O[C@@H](C)CCCCO[C@H]1CN(C)Cc1ccccc1
    0 | nt | 13 | nt | nt | 1 | nt | 5
(52) Cc1ccccc1C(=O)N1CCC(C(=O)NN2C(=O)NC3(CCCCC3)C2=O)CC1
    -5 | 0 | 1 | 264* | 2 | -2 | -9 | 1
(53) C=CCOC(=O)C1=C[C@@H](c2coc3ccccc3c2=O)C[C@@H](OCCCCO)O1
    -5 | -1&0 | 6 | -0.1 | 7&3 | 9 | -23&-42 | 5
(54) O=C(CNC(=O)c1ccco1)OCC(=O)c1cccc2ccccc12
    4 | nt | -5 | nt | nt | -1 | nt | 21
(55) C[C@H]1CN([C@@H](C)CO)S(=O)(=O)c2ccc(C#CC3CCCC3)cc2O[C@@H]1CN(C)C(=O)Nc1cc(F)ccc1F
    0 | 1 | 0 | -0.3 | 6 | 7 | -7 | 16
